CXCR6 block = inhibitors of human CXCR6 receptor; CHO-K1 PathHunter CXCR6 beta-arrestin, luminescence; inhibition, % at 20 µM; actives 0.36% (n = 360,000); O00574; in the data active = inhibition above about 34%, passing the limit was not always enough;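 also: antagonist mode with CXCL16 agonist at 10 nM final; 0% = 10 nM CXCL16 with DMSO and 100% = unstimulated wells without agonist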
Target sequence (O00574 whole entry, looked up): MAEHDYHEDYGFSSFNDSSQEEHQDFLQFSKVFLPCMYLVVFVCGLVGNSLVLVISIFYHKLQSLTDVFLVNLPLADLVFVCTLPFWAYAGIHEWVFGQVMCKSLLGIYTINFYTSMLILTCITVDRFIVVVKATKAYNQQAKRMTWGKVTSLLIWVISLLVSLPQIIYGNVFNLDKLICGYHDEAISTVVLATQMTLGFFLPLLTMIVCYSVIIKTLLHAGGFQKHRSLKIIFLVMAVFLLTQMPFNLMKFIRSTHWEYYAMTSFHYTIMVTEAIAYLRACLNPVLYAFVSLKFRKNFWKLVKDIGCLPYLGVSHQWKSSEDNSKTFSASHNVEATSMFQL
CHOP UPR activ = apoptotic UPR (CHOP) activation; activation, % at 10 µM; AID 449763; CHO-CHOP luciferase reporter, luminescence; percent of tunicamycin response over DMSO baseline; actives 0.34% (n = 330,000);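 active = at 10 µM dose, activation of 40% or more, normalized to positive control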;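 also: 100% = tunicamycin at 10 µg/mL and 0% = DMSO alone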
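Dosing – one dose, 10 µM in 0.5% DMSO · System – CHO-CHOP cells, stable luciferase reporter of PERK-eIF2a-CHOP signalling · Input – 500 cells/well · Control set – tunicamycin 10 µg/mL final as positive, DMSO-only wells as negative · Timing – 6 h compound treatment, 37 °C · Measure – % activation vs tunicamycin · Technique – luminescence read with Steady-Glo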
APJ ag = APJ receptor agonism; actives 0.11% (n = 330,000); AID 2520; P35414; CHO-K1 APJ PathHunter beta-arrestin, luminescence; 0% DMSO wells, 100% apelin; activation, % at 20 µM;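 active = activation more than six SD over the plate average, tested at 20 µM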;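 also: 0% = DMSO alone and 100% = apelin-13 at 10 nM; some results filed as inactive read as strong as hits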
Target sequence (P35414 whole entry, looked up): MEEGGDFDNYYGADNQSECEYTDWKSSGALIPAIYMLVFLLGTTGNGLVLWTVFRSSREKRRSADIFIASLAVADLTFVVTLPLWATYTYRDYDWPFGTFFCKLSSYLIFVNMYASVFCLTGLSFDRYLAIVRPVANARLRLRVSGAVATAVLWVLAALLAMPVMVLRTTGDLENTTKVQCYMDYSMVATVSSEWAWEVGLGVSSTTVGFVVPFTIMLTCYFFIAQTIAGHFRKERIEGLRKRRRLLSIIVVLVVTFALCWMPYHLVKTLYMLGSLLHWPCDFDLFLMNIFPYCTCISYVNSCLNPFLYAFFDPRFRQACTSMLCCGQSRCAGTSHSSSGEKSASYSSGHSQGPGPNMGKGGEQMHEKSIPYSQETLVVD
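Assay system – PathHunter CHO-K1 APJ (AGTRL-1) beta-arrestin reporter cells · Compound – one dose, 20 µM compound, 1% DMSO · Timing – compound 90 min 25 °C, reagent 1 h · Measured by – luminescence from split beta-galactosidase complementation, Galacton Star/Emerald II substrate · Measure – beta-arrestin recruitment to APJ as agonist activity, luminescent signal · Benchmarks – DMSO vs Apelin-13 10 nM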
tim23-1 inh = tim23-1 yeast growth inhibition | S. cerevisiae tim23-1 growth, BacTiter-Glo luminescence, 24 h | inhibition, % at 20 µM | actives 1.3% (n = 330,000) | AID 463212;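 active = growth inhibition of the mutant yeast at or above 50%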;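 also: temperature-sensitive mutant grown at 25 °C; plate controls were DMSO-treated mutant yeast for no effect and medium wells lacking yeast for full effect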
tim10-1 inh = inhibits growth of tim10-1 mutant yeast; S. cerevisiae tim10-1 ts strain growth, BacTiter-Glo, 24 h; inhibition, % at 20 µM; actives 2.2% (n = 330,000);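 active = inhibition of at least 40%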;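 also: mutant grown at 25 °C; 0% = DMSO wells with yeast and 100% = wells holding no yeast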
APJ antag = APJ receptor antagonism. CHO-K1 APJ beta-arrestin complementation, luminescence. inhibition, % at 20 µM. actives 0.32% (n = 330,000). AID 2521;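 active = inhibition above about 40% at 20 µM, limit read from the data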;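 also: cells challenged with 10 nM apelin-13 agonist together with compound; plate controls were apelin-13 plus DMSO wells for no effect and DMSO wells lacking apelin-13 for full effect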
Mdm2-MdmX inh = inhibitors of human Mdm2/MdmX interaction | actives 3% (n = 330,000) | SaOS-2 split-luciferase Mdm2/MdmX complementation, luminescence | inhibition, % at 8 µM;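 active = inhibition of at least 50% at 8 µM in the primary screen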
XBP1 UPR activ = adaptive UPR (XBP1) activation; CHO-XBP1 luciferase reporter, IRE1-XBP1 UPR activation, luminescence; percent of tunicamycin response, DMSO as zero; activation, % at 20 µM; actives 0.33% (n = 330,000);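 active = versus positive control, 20 µM dose yields 30% or more activation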;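 also: 100% = tunicamycin at 10 µg/mL and 0% = DMSO only wells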
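Signal: luciferase luminescence; Assay system: CHO-XBP1 luciferase reporter cells; Amount: one thousand reporter cells per well; Dosing: 20 µM single concentration, DMSO 1%; Benchmarks: high control tunicamycin 10 µg/mL final, low control DMSO vehicle only; Schedule: 6 h compound exposure at 37 °C, 5% CO2; Evaluation: percent activation relative to tunicamycin reference.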
TIM10 inh = TIM10 yeast growth inhibition; actives 1.4% (n = 330,000); AID 463195; S. cerevisiae TIM10 strain growth, BacTiter-Glo luminescence, 24 h; inhibition, % at 10 µM;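 active = inhibition of 40% or more at the single tested concentration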;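 also: wild-type TIM10 isogenic control strain grown at permissive 25 °C; 0% = DMSO yeast wells and 100% = minimal medium wells without yeast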
Starred values were filed as active, the others as inactive. The list is partial, so the mix of outcomes need not match the whole.

`O=C(COC(=O)CCN=C1NS(=O)(=O)c2ccccc21)NNC(=O)c1ccccc1` gave CXCR6 block 5, CHOP UPR activ 2.2, APJ ag -1, tim23-1 inh 10, tim10-1 inh 8, APJ antag -1, Mdm2-MdmX inh 20, XBP1 UPR activ 0 and TIM10 inh -4.
For C=CC[C@@H](Cc1ccc(F)cc1)C(=O)OC[C@@H]1CCCN1C(=O)[C@@H](CC=C)CC(=O)N[C@H](CO)Cc1ccccc1 the results were CXCR6 block -4, CHOP UPR activ 0.3, APJ ag 1, tim23-1 inh 17, tim10-1 inh 12, APJ antag 3, Mdm2-MdmX inh 16, XBP1 UPR activ -2 and TIM10 inh 13.
CCN(CCN(C)C)C(=O)Cn1ncc2c1-c1cc(C)ccc1OC2 was read as CXCR6 block -4, CHOP UPR activ 1.1, APJ ag -2, tim23-1 inh 7, tim10-1 inh 1, APJ antag 11, Mdm2-MdmX inh 4, XBP1 UPR activ 0 and TIM10 inh -3.
`NS(=O)(=O)c1ccc(-c2c(-c3ccccc3)sc3ccccc23)cc1` gave CXCR6 block -6, CHOP UPR activ 0.7, APJ ag -4, tim23-1 inh 30, tim10-1 inh 16, APJ antag 1, Mdm2-MdmX inh 7, XBP1 UPR activ -2 and TIM10 inh -1.
`Clc1ccc(/C=N/c2c(-c3ccco3)nc3ccccn23)cc1` gave CXCR6 block -5, CHOP UPR activ 3.6, APJ ag 1, tim23-1 inh 30, tim10-1 inh 30, APJ antag -8, Mdm2-MdmX inh -23, XBP1 UPR activ 1 and TIM10 inh 23.
`COc1ccc(NC(=O)CN(C)C(=O)c2ccc(N3CCOCC3)c([N+](=O)[O-])c2)cc1` gave CXCR6 block 2, CHOP UPR activ 0.3, APJ ag -2, tim23-1 inh 11, tim10-1 inh 10, APJ antag 22, Mdm2-MdmX inh -1, XBP1 UPR activ -1 and TIM10 inh 8.
Screening Cc1cn(C2OC(CC(=O)Oc3ccccc3)C(O)C2O)c(=O)[nH]c1=O (stereo unspecified) returned CXCR6 block -9, CHOP UPR activ 2.1, APJ ag 0, tim23-1 inh -8, tim10-1 inh -14, APJ antag 10, Mdm2-MdmX inh 2, XBP1 UPR activ 0 and TIM10 inh -1.
For Cc1ccc(Nc2ccc(S(=O)(=O)N3CCOCC3)cc2[N+](=O)[O-])c(C)c1 the results were CXCR6 block 5, CHOP UPR activ 8.4, APJ ag -1, tim23-1 inh 49, tim10-1 inh 27, APJ antag -7, Mdm2-MdmX inh 7, XBP1 UPR activ 0 and TIM10 inh 16.
Screening N#Cc1ccccc1/C=N/Nc1nc(-c2ccccc2)c2cc(Cl)ccc2n1 returned CXCR6 block 1, CHOP UPR activ 31, APJ ag -5, tim23-1 inh -12, tim10-1 inh 18, APJ antag 6, Mdm2-MdmX inh 14, XBP1 UPR activ 62* and TIM10 inh -5.
For CCOC(=O)C1=C(C)N(CCCCCC(=O)O)C(=O)NC1c1ccccc1OS(=O)(=O)c1ccc(C)cc1 (stereo unspecified) the results were CXCR6 block 5, CHOP UPR activ -0.2, APJ ag 5, tim23-1 inh 20, tim10-1 inh 17, APJ antag 26, Mdm2-MdmX inh -34, XBP1 UPR activ 0 and TIM10 inh 19.
`CCOC(=O)c1ccc(NC(=S)NCCCN2CCOCC2)cc1` gave CXCR6 block 8, CHOP UPR activ -1.8, APJ ag -2, tim23-1 inh 6, tim10-1 inh -3, APJ antag -5, Mdm2-MdmX inh -4, XBP1 UPR activ 4 and TIM10 inh 8.
Screening COC(=O)c1c(-c2cc(OC)cc(OC)c2)sc2ccc(OC)cc12 returned CXCR6 block 0, CHOP UPR activ 0.5, APJ ag -3, tim23-1 inh 13, tim10-1 inh 12, APJ antag -13, Mdm2-MdmX inh -2, XBP1 UPR activ 2 and TIM10 inh -7.
`COCCCN1C(=O)c2ccccc2C1C(=O)NC1CCCCCC1` (stereo unspecified) gave CXCR6 block 10, CHOP UPR activ -0.9, APJ ag 3, tim23-1 inh 20, tim10-1 inh 11, APJ antag -26, Mdm2-MdmX inh 4, XBP1 UPR activ -2 and TIM10 inh 3.
Screening Cc1ccc(S(=O)(=O)N2CCN(CC(=O)N/N=C/c3ccc(Br)s3)CC2)cc1 returned CXCR6 block -5, CHOP UPR activ -0.1, APJ ag -1, tim23-1 inh 36, tim10-1 inh 21, APJ antag -5, Mdm2-MdmX inh 16, XBP1 UPR activ -2 and TIM10 inh 14.
`COc1ccc(C=NOCC(=O)OCC(=O)Nc2ccc(OC)cc2)cc1` gave CXCR6 block 5, CHOP UPR activ -1.6, APJ ag -4, tim23-1 inh 18, tim10-1 inh 7, APJ antag -6, Mdm2-MdmX inh -18, XBP1 UPR activ -5 and TIM10 inh 12.

The list goes on; it opens with the two that closed the last part.
Screening Cc1ccc(S(=O)(=O)N2CCN(CC(=O)N/N=C/c3ccc(Br)s3)CC2)cc1 returned CXCR6 block -5, CHOP UPR activ -0.1, APJ ag -1, tim23-1 inh 36, tim10-1 inh 21, APJ antag -5, Mdm2-MdmX inh 16, XBP1 UPR activ -2 and TIM10 inh 14.
`COc1ccc(C=NOCC(=O)OCC(=O)Nc2ccc(OC)cc2)cc1` gave CXCR6 block 5, CHOP UPR activ -1.6, APJ ag -4, tim23-1 inh 18, tim10-1 inh 7, APJ antag -6, Mdm2-MdmX inh -18, XBP1 UPR activ -5 and TIM10 inh 12.
For NC(=S)Cc1nc2n(n1)Cc1ccccc1-2 the results were CXCR6 block 0, CHOP UPR activ 0.1, APJ ag -2, tim23-1 inh 0, tim10-1 inh 6, APJ antag 20, Mdm2-MdmX inh -32, XBP1 UPR activ -2 and TIM10 inh -2.
Screening CCOC(=O)c1sc2ncnc(NCc3ccco3)c2c1C returned CXCR6 block 0, CHOP UPR activ 9.1, APJ ag 4, tim23-1 inh 36, tim10-1 inh 47*, APJ antag 16, Mdm2-MdmX inh 9, XBP1 UPR activ -3 and TIM10 inh 26.
For COC(=O)CSc1nc2cc3c(cc2cc1C#N)OCO3 the results were CXCR6 block -16, CHOP UPR activ 3.0, APJ ag 0, tim23-1 inh 10, tim10-1 inh 10, APJ antag 1, Mdm2-MdmX inh -80, XBP1 UPR activ 7 and TIM10 inh 3.
For COc1ccc(CCN(C)C(=O)CN2C(=O)NC3(CCCc4ccccc43)C2=O)cc1OC (stereo unspecified) the results were CXCR6 block 2, CHOP UPR activ -3.0, APJ ag -2, tim23-1 inh 1, tim10-1 inh 3, APJ antag 0, Mdm2-MdmX inh 12, XBP1 UPR activ -2 and TIM10 inh 5.
CCS(=O)(=O)N1CCN(c2ccc([N+](=O)[O-])c(NCc3ccccc3)c2)CC1 was read as CXCR6 block 8, CHOP UPR activ 0.6, APJ ag 1, tim23-1 inh 8, tim10-1 inh 16, APJ antag 16, Mdm2-MdmX inh 6, XBP1 UPR activ -5 and TIM10 inh 10.
Cc1oc2ccc(OC(=O)COc3c(F)c(F)c(F)c(F)c3F)cc2c1C(=O)OC(C)C was read as CXCR6 block 0, CHOP UPR activ -0.3, APJ ag -2, tim23-1 inh -2, tim10-1 inh 0, APJ antag 0, Mdm2-MdmX inh 10, XBP1 UPR activ 1 and TIM10 inh 3.
For COc1ccc(CNC(=O)Cc2c[nH]c3ccccc23)cc1OC the results were CXCR6 block 2, CHOP UPR activ -1.1, APJ ag -2, tim23-1 inh 2, tim10-1 inh 6, APJ antag 17, Mdm2-MdmX inh 14, XBP1 UPR activ -1 and TIM10 inh 10.
For Cc1c(Cc2ccccc2)sc(N)c1C(N)=O the results were CHOP UPR activ 0.5, APJ ag 2, tim23-1 inh 27, tim10-1 inh 13, APJ antag -1, Mdm2-MdmX inh -15, XBP1 UPR activ 0 and TIM10 inh 14.
Screening COc1ccc(OCc2cc(=O)c3ccc4c(c3o2)C=CC(C)(C)O4)cc1OC returned CXCR6 block 2, CHOP UPR activ 0.7, APJ ag -3, tim23-1 inh 35, tim10-1 inh 2, APJ antag 0, Mdm2-MdmX inh 11, XBP1 UPR activ 0 and TIM10 inh 15.
For CCOCC(=O)Nc1cc(Cl)c(OC)cc1OC the results were CHOP UPR activ -0.1, APJ ag -2, tim23-1 inh 14, tim10-1 inh 6, APJ antag -6, Mdm2-MdmX inh 10, XBP1 UPR activ 1 and TIM10 inh -4.
For COc1ccc(N2CCN(C(=O)COC(=O)c3ccc(C)o3)CC2)cc1 the results were CXCR6 block 3, CHOP UPR activ 1.1, APJ ag 2, tim23-1 inh 12, tim10-1 inh 14, APJ antag -8, Mdm2-MdmX inh 40, XBP1 UPR activ 2 and TIM10 inh -2.
`CCOC(=O)C1=C(CC)Nc2ccccc2N=C1NC(=O)c1ccc(S(=O)(=O)N(C)C)cc1` gave CXCR6 block 7, CHOP UPR activ -2.6, APJ ag -4, tim23-1 inh 13, tim10-1 inh 19, APJ antag 8, Mdm2-MdmX inh 34, XBP1 UPR activ -4 and TIM10 inh 7.
For Cc1cc(C(=O)Nc2nnc(C3CC3)s2)c(C)s1 the results were CXCR6 block -2, CHOP UPR activ 5.7, APJ ag -2, tim23-1 inh 26, tim10-1 inh 12, APJ antag 2, Mdm2-MdmX inh -40, XBP1 UPR activ 2 and TIM10 inh 6.
O=C(Nc1cccc(C(=O)O)c1)/C(=C/c1ccccc1)NC(=O)c1cccc(Br)c1 was read as CXCR6 block -2, CHOP UPR activ 1.3, APJ ag -3, tim23-1 inh 4, tim10-1 inh 4, APJ antag 8, Mdm2-MdmX inh 6, XBP1 UPR activ 0 and TIM10 inh 17.
NS(=O)(=O)c1cccc(NC(=O)c2cccc(Oc3ccccc3)c2)c1 was read as CXCR6 block -4, CHOP UPR activ 0.9, APJ ag -1, tim23-1 inh 18, tim10-1 inh 11, APJ antag 7, Mdm2-MdmX inh 19, XBP1 UPR activ -2 and TIM10 inh 0.
Screening O=C(CCc1ccc(O)c(O)c1)NNC(=S)Nc1ccc(Br)cc1Cl returned CXCR6 block 3, CHOP UPR activ -0.6, APJ ag -3, tim23-1 inh -1, tim10-1 inh 7, APJ antag 11, Mdm2-MdmX inh 0, XBP1 UPR activ -1 and TIM10 inh -1.
COc1ccc(OC)c(C(O)c2nc3ccccc3n2C(C)C)c1 (stereo unspecified) was read as CXCR6 block 0, CHOP UPR activ -1.8, APJ ag 0, tim23-1 inh -4, tim10-1 inh 12, APJ antag 15, Mdm2-MdmX inh 4, XBP1 UPR activ 1 and TIM10 inh 4.
`COc1ccc(C(=O)OCC(=O)Nc2cc(S(=O)(=O)N3CCOCC3)ccc2N2CCCC2)cc1` gave CXCR6 block 9, CHOP UPR activ 0.1, APJ ag -4, tim23-1 inh -12, tim10-1 inh -10, APJ antag -2, Mdm2-MdmX inh -8, XBP1 UPR activ 10 and TIM10 inh 4.
FC(F)(F)c1ccc(N2CCOCC2)c(Nc2nc3ccccc3n3cnnc23)c1 was read as CXCR6 block -7, CHOP UPR activ 5.3, APJ ag -1, tim23-1 inh -51, tim10-1 inh 54*, APJ antag 0, Mdm2-MdmX inh 43, XBP1 UPR activ 20 and TIM10 inh 20.
